# Screens as filed in PubChem.
# PKA-R1A activ – PKA-R1A complex activation. AID 504707. 340,000 compounds, 0.083% hits. activation, % at 11.4 µM. PKA-R1A dissociation, Cy5-IP20 fluorescence polarization; scaled: DMSO 0%, 113 µM cGMP 100%. P00514+P68181;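 active means percent activation above the mean of all tested compounds plus 3 SD, cut at about 19% in these data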;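 further: higher means more PKAc released from R1A so a rise in polarization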
# Arrestin-AP2 inh – inhibitors of human beta-arrestin and AP2 interaction; FITC-arrestin peptide / GST-AP2 beads, flow cytometry; AP2 beta2 appendage carries R879A mutation; inhibition, % at 10 µM; 340,000 compounds, 0.31% hits;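 active means inhibition above a set limit, near 3 SD of compounds lacking own fluorescence, cut at about 54% in these data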;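 further: plate controls were DMSO wells for no effect and 5 µM unlabelled arrestin peptide for full effect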
#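 Test system: GST-tagged AP2 beta2-adaptin appendage (R879A) on 4 µm glutathione beads; also added: fluorescein-tagged arrestin peptide at 50 nM final; timing: 12 min plus 1 h, RT; signal: flow cytometry, FL1 (488/535 nm); read-out: percent drop in bead-associated FITC signal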
# MOR-DOR ag – agonists of human mu-delta opioid receptor heterodimerization | P35372+P41143 | cells, OPRM1-OPRD1 heterodimerization, luminescence | activation, % at 9.3 µM | 340,000 compounds, 0.3% hits; in the data active means activation above about 18%;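 further: 0% = vehicle-treated cells and 100% = reference agonist; values of inactives mirror those of a sister screen read the other way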
# Target sequence (P35372 whole entry, looked up): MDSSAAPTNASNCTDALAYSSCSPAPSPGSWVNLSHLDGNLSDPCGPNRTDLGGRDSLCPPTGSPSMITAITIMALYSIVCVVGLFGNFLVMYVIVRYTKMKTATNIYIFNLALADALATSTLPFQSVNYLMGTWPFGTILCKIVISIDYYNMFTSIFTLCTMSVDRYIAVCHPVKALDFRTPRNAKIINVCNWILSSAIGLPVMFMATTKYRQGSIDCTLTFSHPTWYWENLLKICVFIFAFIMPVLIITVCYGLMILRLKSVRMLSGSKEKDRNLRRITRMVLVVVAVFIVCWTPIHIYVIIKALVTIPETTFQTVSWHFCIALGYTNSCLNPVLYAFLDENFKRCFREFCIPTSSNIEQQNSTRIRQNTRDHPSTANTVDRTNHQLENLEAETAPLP
# Target sequence (P41143 whole entry, looked up): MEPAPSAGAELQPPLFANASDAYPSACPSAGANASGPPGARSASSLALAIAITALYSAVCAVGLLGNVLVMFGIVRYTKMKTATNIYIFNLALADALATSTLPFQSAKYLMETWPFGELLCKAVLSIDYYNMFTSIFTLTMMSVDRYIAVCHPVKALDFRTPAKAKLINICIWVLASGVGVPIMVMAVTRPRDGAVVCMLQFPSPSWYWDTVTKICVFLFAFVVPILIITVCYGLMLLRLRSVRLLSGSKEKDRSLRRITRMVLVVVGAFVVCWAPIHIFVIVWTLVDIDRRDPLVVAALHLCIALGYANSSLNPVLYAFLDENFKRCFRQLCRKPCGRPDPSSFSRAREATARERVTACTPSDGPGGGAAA
# AddAB inh – less growth of phage-infected E. coli with AddAB; AID 435030; 330,000 compounds, 0.29% hits; inhibition, % at 11.9 µM; E. coli expressing H. pylori AddAB, absorbance growth; in the data active means inhibition above about 12%;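 further: 0% = vehicle wells of infected cells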
# Mot1-301 SUMO – inhibitors of SUMOylation pathway: yeast Mot1-301 growth rescue. S. cerevisiae Mot1-301 growth rescue, ATP luminescence, 38.5C; percent above DMSO median, 100 means doubled. growth rescue, % at 18.8 µM. 320,000 compounds, 1% hits. AID 2716;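 active means every valid replicate shows activation above 250% relative to neutral control wells; inactive means the rest, any valid replicate at or below 250%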;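 further: OY570 slx delta 5 strain wells were the positive control but not used for scaling; some compounds called inactive have numbers as strong as hits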
# DSG3 Ab inh – inhibitors of pemphigus antibody binding to human desmoglein-3 | P32926 | DSG3-coupled beads, scFv-anti-DSG3-GFP binding, flow cytometry; stronger effect = lower value | binding (percent of control), % at 10 µM | 310,000 compounds, 0.48% hits | AID 588358;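 active means binding more than 3 SD below its plate's average and above zero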; further: some compounds called inactive have numbers as strong as hits
# Tat transport – blocks Tat-dependent protein export in E. coli. E. coli MC4100 TorA-mCherry Tat export, fluorescence. inhibition, % at 10 µM. 340,000 compounds, 0.036% hits. AID 488895;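 active means mean replicate inhibition at least 50% and at least half of replicates individually reaching 50%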;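 further: exported cargo escapes ClpAP degradation while cytoplasmic cargo is degraded and loses fluorescence; 0% = median of neutral control wells and 100% = median of NaSCN control wells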
# Ecoli viability – reduces bacterial viability in AddAB counter-screen; inhibition, % at 11.9 µM; E. coli V3065 growth, OD600 absorbance, 18 h; 330,000 compounds, 0.27% hits;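 active means inhibition above the campaign's mean inhibition across all tested compounds plus 3 SD, cut at about 9.9% in these data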;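 further: uninfected addAB+ strain grown without phage in ampicillin broth; 0% = DMSO wells and 100% = ciprofloxacin 0.95 µg/ml wells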
# phage Ecoli inh – E. coli growth loss with phage present. growth absorbance. inhibition, % at 11.9 µM. 360,000 compounds, 0.26% hits; in the data active means inhibition above about 11%
# PfHsp90 yeast 2 – inhibits growth of yeast expressing Plasmodium falciparum Hsp90; S. cerevisiae expressing PfHsp90, BacTiter-Glo ATP, 48 h; yeast lacking PDR1 and PDR3 efflux regulators; inhibition, % at 9.4 µM; 310,000 compounds, 0.32% hits; AID 504621;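 active means every replicate shows inhibition above about 80%, whatever the replicate mean, limit read from the data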;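 further: 0% = DMSO neutral controls and 100% = 20 µM radicicol positive controls; yeast relying on Plasmodium falciparum Hsp90 in place of its own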
# MOR-DOR inv ag – inverse agonist of human OPRM1-OPRD1 heterodimerization | P35372+P41143 | cell-based MOR-DOR heterodimer luminescence, inverse agonism | inhibition, % at 9.3 µM | 340,000 compounds, 0.21% hits; in the data active means inhibition above about 22%, passing the limit was not always enough;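 further: 0% = cells with DMSO and 100% = wells without cells with DMSO; values of inactives mirror those of a sister screen read the other way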
# An asterisk follows results filed as active; . = not tested or not shown.
Structure	Ecoli viability	PKA-R1A activ	Tat transport	phage Ecoli inh	MOR-DOR inv ag	Mot1-301 SUMO	DSG3 Ab inh	PfHsp90 yeast 2	Arrestin-AP2 inh	MOR-DOR ag	AddAB inh
N#CC(C(=O)Nc1cccc(Cl)c1)=C1Nc2ccccc2N1	1.0	-9.3	1.7	-0.5	-26.4	11.2	106.5	-10.4	1.5	4.7	-1.8
CCOc1ccc(Br)cc1S(=O)(=O)Nc1ccc(Cl)c(S(=O)(=O)N(C)C)c1	2.5	-11.1	3.2	2.9	-2.5	-20.0	121.7	2.0	8.9	0.5	-1.9
CCOC(=O)c1ccc(N=C2C(=S)N(c3ccc(C(=O)OCC)cc3)C(=N)N2/N=C/c2ccccc2)cc1	-4.6	-7.5	-4.2	4.9	21.6	-6.0	88.6	-10.5	1.4	-4.3	1.0
CCS(=O)(=O)N1Cc2ccccc2CC1C(=O)N(C)Cc1ccc(OC)c(F)c1 (centres undefined)	0.8	-7.4	-6.1	4.3	3.9	-31.2	.	-17.2	7.7	-0.6	1.3
CC(C)CCn1c(CN2CCN(Cc3ccccc3)CC2)nc2c1c(=O)n(C)c(=O)n2C	-3.4	-0.8	1.1	-2.5	-10.8	-9.6	101.8	-2.7	-0.9	2.2	0.0
O=C(NC12CC3CC(CC(C3)C1)C2)c1ccc([N+](=O)[O-])cc1	-1.4	6.1	3.9	4.0	-16.4	-7.1	105.7	-8.5	38.4	3.4	-1.6
Cc1cc(C)cc(NC(=O)N2c3ccccc3NC(=O)CC2C)c1 (centres undefined)	-0.5	7.9	-1.1	-0.3	1.8	-1.5	117.2	-13.8	1.9	-0.3	3.9
Nc1nn(-c2ccccc2)c(N)c1N=Nc1ccccc1	2.6	-4.0	0.5	1.5	9.2	2.0	123.6	-21.5	7.1	-1.7	5.8
Cc1ccc(C2=N/C(=C\c3cccc(F)c3)C(=O)O2)cc1	0.8	4.0	-8.6	-0.4	10.2	-12.5	105.5	-1.8	7.3	-2.1	1.6
O=C(c1ccccc1)n1nnc2ccccc21	-0.1	3.5	2.6	1.1	8.5	-11.1	100.3	-1.1	-6.7	-1.7	-1.4
COc1cc(COCC(O)CN2CCc3ccccc3C2)cc(OC)c1OC (centres undefined)	-0.7	-4.4	8.0	3.2	1.5	-0.2	105.6	3.2	23.3	-0.3	1.8
O=C1c2ccccc2C(=O)N1CCc1c(-c2[nH]c3ccccc3c2CCN2C(=O)c3ccccc3C2=O)[nH]c2ccccc12	.	-5.0	4.3	4.3	10.6	.	96.0	-4.0	-4.8	-2.3	.
CC1=C(C(=O)Nc2ccc(C)cc2)C(c2ccc(N(C)C)cc2)NC(=O)N1 (centres undefined)	-1.0	0.9	5.3	1.5	-7.4	9.2	111.7	.	-2.3	1.4	1.6
COc1ccc(S(=O)(=O)Nc2cccc3c2O[C@H](CN(C)S(=O)(=O)c2ccc(OC)cc2)[C@@H](C)CN([C@H](C)CO)C3=O)cc1	-2.9	12.7	0.3	3.6	4.6	21.0	104.5	-21.3	-15.4	-1.0	0.8
CCN1C(=O)/C(=C\N2CCOCC2)SC1=S	0.3	5.9	-2.6	2.6	7.9	1.0	93.5	10.6	-3.5	-1.5	-1.5
O=C1CCCC(=NCc2ccco2)C1	-3.2	-10.0	-6.0	0.5	12.2	109.2	94.7	17.4	40.2	-2.1	2.5
Cc1nn(Cc2ccccc2)c(C)c1/C=N/NC(=O)c1cccnc1	1.1	0.7	4.5	3.2	8.9	0.8	99.4	15.0	-10.0	-1.3	2.5
CC(=O)N1CCN(c2ccc(NC(=O)c3ccc4ccccc4c3)cc2)CC1	0.3	-1.1	-2.0	0.4	-8.8	-12.4	97.0	-34.6	9.2	1.4	3.2
CC1CCC/C=C/C(=O)c2c(O)cc(O)cc2CC(=O)O1 (centres undefined)	-2.8	-7.9	1.2	1.9	2.8	-11.2	.	-22.4	-0.5	-0.6	2.2
COc1ccc(C(=O)Cn2c(=O)c(CCC(=O)O)nn3c4ccccc4nc23)cc1OC	2.0	2.1	4.5	3.0	-3.4	4.1	102.2	-15.1	24.9	0.6	1.9
Cc1cc(S(=O)(=O)NCc2ccccn2)c(Cl)cc1Cl	-1.3	10.7	-16.8	0.2	18.0	-10.4	113.2	-13.0	11.0	-3.6	0.3
CCN1CCCC1CNC(=O)CN(C)S(=O)(=O)c1ccc(Cl)cc1 (centres undefined)	1.1	-4.1	-2.8	0.4	-7.0	-8.6	111.5	-7.9	9.6	0.9	2.5
C/C(=N\NC(=O)c1cccc(Br)c1)c1ccccn1	0.7	2.9	-14.0	-2.6	-3.8	12.7	.	-13.3	-7.6	0.7	0.3
CC1CCCCN1C(=O)Cn1cc(C#N)c2ccccc21 (centres undefined)	0.5	-5.1	0.6	1.8	6.8	163.3	95.0	5.1	2.2	-1.3	2.6
COc1cccc(NC(=O)CN(C)C(=O)c2cn(-c3ccccc3)nc2-c2cccs2)c1	1.2	3.2	7.2	2.2	12.6	-21.0	97.1	.	2.1	-2.0	3.9
CCCCn1c(N)c(N(CCOC)C(=O)CC2CCCCC2)c(=O)[nH]c1=O	.	1.4	1.0	1.6	8.8	.	110.0	1.1	-1.6	-1.3	.
Cc1ccc(N2C(=O)C3C4C=CC(CNC(=S)N5CCN(c6ccccn6)CC5)(O4)C3C2=O)cc1 (centres undefined)	1.0	0.7	-3.2	4.9	6.8	-29.1	101.9	104.0*	-9.9	-1.3	0.4
Cc1cccc(NS(=O)(=O)c2ccc3c(c2)CCN3C(=O)CCC(=O)O)c1	-2.9	-2.7	-8.0	1.8	5.9	0.3	88.8	3.7	12.6	-1.3	-2.2
COC(CNS(=O)(=O)c1ccc(Cl)cc1)c1ccccc1 (centres undefined)	-2.2	-5.6	0.6	3.0	-6.2	-10.0	96.3	13.5	12.0	1.2	-2.3
Cc1ccc(C(=O)NNC(=S)Nc2cccc3ccccc23)s1	2.7	-4.1	5.8	0.6	-9.0	35.7	102.0	-41.1	9.5	1.6	2.8
COc1nc(OC)nc(N(C)CCO)n1	-0.6	-18.8	8.8	0.6	15.6	-0.2	.	-19.2	-14.4	-3.7	3.0
CN(C)C(=O)CSc1nnc(-c2cccs2)n1-c1ccccc1	2.3	-2.0	-9.4	0.8	19.4	-0.7	94.9	-15.1	1.5	-3.7	1.8
Cc1ccc(NC(=O)C2CC(=O)N(c3ccc4c(c3)OCCO4)C2)cc1S(=O)(=O)N(C)C (centres undefined)	0.3	-5.0	-5.1	-0.4	8.2	-0.1	96.3	-0.7	-4.7	-1.2	0.2
CCC(=O)Nc1cccc(NC(=S)NC(=O)c2ccccc2C)c1	5.5	-5.2	-1.1	4.9	8.8	-8.1	93.2	1.8	10.0	-1.8	1.5
CCCCCCNC(=O)c1cc(S(=O)(=O)N2CCc3ccccc32)ccc1F	1.2	-6.2	-5.4	0.4	13.8	-11.3	86.9*	2.6	26.7	-3.1	2.1
CC1CCN(c2ccc(NC(=O)c3ccc([N+](=O)[O-])o3)cc2)CC1	4.9	-4.7	-2.4	6.4	-19.6	20.1	99.9	.	5.3	3.8	3.0
Cc1nonc1-c1csc(N)n1	-1.1	-7.5	-4.6	0.3	11.0	-8.4	115.7	.	4.8	-2.3	3.1
CCOc1ccc(NC(=O)c2nn(C)c(C(=O)Nc3ccc(OCC)cc3)c2[N+](=O)[O-])cc1	0.1	-2.4	1.5	2.2	4.4	3.7	109.7	-15.4	2.5	-0.8	1.8
Cc1nnc(SCC(=O)Nc2ccc(Br)cn2)[nH]c1=O	2.0	6.6	0.7	2.2	15.3	.	100.7	11.5	-4.9	-3.1	4.2
CCC(C)c1nc2ccsc2c(N2CCOC2=O)c1-c1ccccc1 (centres undefined)	0.8	1.5	-4.2	0.6	22.5	54.2	98.6	8.2	19.2	-4.9	2.6

# An excerpt of the results above, as a working copy:
Structure	Ecoli viability	PKA-R1A activ	Tat transport	phage Ecoli inh	MOR-DOR inv ag	Mot1-301 SUMO	DSG3 Ab inh	PfHsp90 yeast 2	Arrestin-AP2 inh	MOR-DOR ag	AddAB inh
Cc1nnc(SCC(=O)Nc2ccc(Br)cn2)[nH]c1=O	2.0	6.6	0.7	2.2	15.3	.	100.7	11.5	-4.9	-3.1	4.2
CCC(C)c1nc2ccsc2c(N2CCOC2=O)c1-c1ccccc1 (centres undefined)	0.8	1.5	-4.2	0.6	22.5	54.2	98.6	8.2	19.2	-4.9	2.6

# Next compounds:
Structure	Ecoli viability	PKA-R1A activ	Tat transport	phage Ecoli inh	MOR-DOR inv ag	Mot1-301 SUMO	DSG3 Ab inh	PfHsp90 yeast 2	Arrestin-AP2 inh	MOR-DOR ag	AddAB inh
CCN1C(=O)C(CC(=O)Nc2ccc(OC)cc2)N(Cc2ccco2)C1=S (centres undefined)	-0.1	1.2	-1.1	5.5	11.1	9.1	95.6	8.4	6.3	-2.5	2.9
Clc1cc(CSc2ccccc2)nc(-c2ccccc2)n1	-0.2	-9.7	-4.8	-1.9	-0.1	308.4	104.0	10.0	-0.9	0.0	0.2
CCOc1ccc(OCCC(=O)OCC(=O)N2CCN(S(=O)(=O)c3ccc(C)cc3)CC2)cc1	0.5	-2.8	-10.9	1.9	-5.8	5.1	107.3	-5.5	0.6	1.1	1.0
COc1ccc(CNC/C=C/c2ccccc2)cc1	.	-7.7	0.2	0.0	3.4	10.1	111.5	-3.7	34.3	-0.7	.
COc1ccc(C2c3sc(=O)[nH]c3SCC2C(N)=O)cc1 (centres undefined)	0.3	-8.6	-7.4	1.2	14.4	11.0	99.7	-15.2	-8.8	-2.9	-0.8
Cc1ccc(S(=O)(=O)NCCNS(=O)(=O)c2ccc(C)cc2)cc1	-1.0	-7.2	4.9	1.5	13.1	112.3	636.5	-48.8	-123.5	-2.9	0.2
CC(=O)NC(C)c1cc(F)c2cccnc2c1O (centres undefined)	-0.3	5.0	10.7	1.0	11.9	2.9	101.4	.	5.0	-2.2	2.0
CCOc1ccc(CCN2C(=O)C3C4CCC(O4)C3C2=O)cc1OCC (centres undefined)	-2.2	-3.3	4.2	3.3	6.8	-5.2	105.0	0.1	-11.8	-1.7	3.0
COc1ccc2c(c1OC)C(=O)OC2CC(=O)c1ccc(N(C)C)cc1 (centres undefined)	0.2	6.2	-4.9	-0.2	15.3	14.6	106.6	-12.0	4.5	-2.7	-3.0
Clc1ccc(-c2nn3c(C4COc5ccccc5O4)nnc3s2)cc1 (centres undefined)	-0.3	-14.3	1.4	0.2	-24.0	.	105.8	.	-6.7	4.1	4.5
O=C(COC(=O)[C@H](Cc1ccccc1)NS(=O)(=O)c1ccccc1F)NC1CCCCC1	-0.2	-4.7	2.8	0.2	-12.8	.	99.0	21.4	2.4	2.5	-2.1
Cc1ccccc1C1NC(=S)NC2=C1C(=O)CC(C)(C)C2 (centres undefined)	3.5	11.3	-0.7	-0.5	6.5	-6.3	94.0	-12.4	-10.9	-1.4	3.3
